High-throughput results: PubChem, National Center for Advancing Translational Sciences (NCATS)
CXXC DNA block: inhibitors of human MLL CXXC domain-DNA interaction. Q03164. 290,000 compounds, 0.037% hits. MLL-CXXC / FITC-HOXA9 DNA fluorescence polarization. Potency, µM (doses to about 115 µM), for the others: at the highest dose activity change, negative = inhibition, most hits filed as inhibitors; active = well fitted inhibition curve with a large enough effect in the polarisation, with a control signal flat, not every such curve was filed as active; inconclusive = small, poorly fitted or top-dose-only effect, or effect the other way, or a change in a side signal; inactive = no such curve, though single readings can be large or run the other way; the % refers to the polarisation; note: potency is the fitted concentration of half-maximal effect
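Steps: dispense CXXC domain solution (7 uM) → pin compounds or unlabeled HOX-A9 DNA control → 5 min ambient → add FLSN-HOX-A9 solution (50 nM) → spin → 30 min ambient → fluorescence polarization. Tris pH 7.5/NaCl/DTT/BSA buffer.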
GALK inh: blocks human galactokinase activity | Potency, µM (highest dose often 57.5 µM), for inactives: at the highest dose activity change, negative = inhibition, hits mostly inhibitors | Purified GALK, Kinase-Glo residual ATP luminescence | P51570 | AID 1868 | 270,000 compounds, 0.007% hits; note: potency is the fitted concentration of half-maximal effect; % is set by controls: 0 for no effect and ±100 for the full control effect
Target sequence (P51570 whole entry, looked up): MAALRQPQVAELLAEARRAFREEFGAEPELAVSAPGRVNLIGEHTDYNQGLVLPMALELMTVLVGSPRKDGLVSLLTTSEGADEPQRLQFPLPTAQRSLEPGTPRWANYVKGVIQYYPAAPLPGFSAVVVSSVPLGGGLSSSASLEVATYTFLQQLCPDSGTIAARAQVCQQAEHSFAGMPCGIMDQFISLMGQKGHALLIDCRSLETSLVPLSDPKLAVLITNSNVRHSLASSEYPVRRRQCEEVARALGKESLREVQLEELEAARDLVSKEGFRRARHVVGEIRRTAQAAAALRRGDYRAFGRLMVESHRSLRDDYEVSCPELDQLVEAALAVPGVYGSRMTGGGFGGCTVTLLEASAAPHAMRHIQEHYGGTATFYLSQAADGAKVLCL
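GALK at 5 nM final was combined with compound, 35 uM ATP and 100 uM galactose in HEPES pH8.0 with MgCl2 and DTT. The reaction ran one hour at room temperature before luminescent ATP detection.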
BCR signal inh: inhibitors of chronic active B-cell receptor signaling. ABC-DLBCL IkBa-CBG/CBR reporter, luminescence ratio, 4 h. Potency, µM (doses to about 46.1 µM), for the others: at the highest dose ratio change, negative = lower green/red ratio, actives largely listed as inhibitors. 340,000 compounds, 0.05% hits; active = well fitted inhibition curve with a large enough effect in the signal ratio, with a control signal flat, not every such curve was filed as active; inconclusive = small, poorly fitted or top-dose-only effect, or effect the other way, or a change in a side signal; the % refers to the signal ratio;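 note: potency is the fitted concentration of half-maximal effect; plate controls were basal doxycycline-induced cells for no effect and cells given 10 µM MG132 for full effect; MG132 reads +100%, hits lower the ratio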
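TMD8 human ABC-DLBCL cells with doxycycline-inducible IκBα–green luciferase fusion and unfused red luciferase, in 0.5% FBS medium; compounds up to 46 uM, 4 h at 37C. Green/red luminescence ratio, filter-overlap corrected, fitted to concentration-response curves.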
TSHR antagonist: human thyrotropin receptor antagonism. P16473. TSHR-expressing cells, TSH-stimulated cAMP HTRF, 2 h; stronger effect = lower value. activity change, negative = inhibition, % at 11.5 µM. 330,000 compounds, 0.2% hits. AID 504810;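 active = activity change below a set negative limit, meaning inhibition stronger than a set level, cut at about -70% in these data; inconclusive = activity change between two set negative limits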; note: % is set by controls: 0 for no effect and ±100 for the full control effect
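TSHR-expressing cells, 200/well, pre-treated with compound, then stimulated with EC80 TSH (4nM final) for 2 hours at 37 deg C. cAMP measured by competitive HTRF: anti-cAMP cryptate antibody in lysis buffer plus cAMP-d2, read after 30 minutes at room temperature.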
Giardia kill: Giardia lamblia killing | AID 540267 | activity change, % at 7.66 µM, hits read low | 340,000 compounds, 0.15% hits | Giardia lamblia trophozoite viability; in the data active = activity change below about -80%; inconclusive = between about -30% and that limit;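 note: parasites exposed to compound for two days anaerobically before the ATP read; % is set by controls: 0 for no effect and ±100 for the full control effect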
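Viability, read as ATP luminescence: trophozoites at 100 cells/well, compound added, 48 hrs anaerobic at 37 deg C, then 15-30 min room-temperature development before reading.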
A-T KAP1 phos: potential ataxia-telangiectasia treatments restoring KAP-1 phosphorylation; […] A-T fibroblasts, KAP-1 phosphorylation AlphaLISA; neocarzinostatin DNA damage 30 min before lysis; Potency, µM (highest dose often 57.5 µM), without a hit: at the top dose activation, usual class: activators; 320,000 compounds, 0.19% hits; note: potency is the fitted concentration of half-maximal effect; % of control where 0% means no effect; nearly all actives have a fitted effect of over 45% in size
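hTERT-immortalized A-T patient fibroblasts ([…]), 500 cells/well in OPTI-MEM, 1% FBS, got compounds for 60 min, then NCS for 30 min at 37C. Lysates were then assayed for phospho-KAP-1 by AlphaLISA (anti-pKAP1 donor, anti-KAP1 acceptor beads), 6 hr at 25C.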
hERG WT inh: inhibitors of human wildtype KCNH2 potassium channel. U2OS, BacMam KCNH2, thallium flux FluxOr; stronger effect = lower value. activity change, % at 1.84 µM. 340,000 compounds, 0.37% hits. AID 720551;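 active = maximum activity change below -70%; inconclusive = maximum activity change between -70% and -50%; inactive = maximum activity change above -50%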; note: % is set by controls: 0 for no effect and ±100 for the full control effect
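U2OS cells transduced with wild-type KCNH2 virus are loaded with FluxOr dye for 45 min, and thallium flux is measured in kinetic reads before and after stimulation buffer. Rate constants are normalized to DMSO controls.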
TCR activator: T cell receptor activation | primary human leukocytes, anti-CD3, IL-2 HTRF, 48 h | Potency, µM (highest dose often 9.22 µM), for inactives: top-dose activation of IL-2 secretion, hits mostly activators | 330,000 tested, under 10 active | AID 504894; note: % of control where 0% means no effect
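IL-2 produced over 48 hr by a-CD3 bead-stimulated primary human leukocytes exposed to compounds was detected with a homogeneous time-resolved FRET immunoassay, 665nm acceptor signal after 320nm excitation.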
Tb PFK block: T. brucei PFK enzyme inhibition | O15648 | Potency, µM (doses to about 57.5 µM), for the others: top-dose activity, negative = inhibition, most hits filed as inhibitors | T. brucei PFK, ADP-Glo luminescence | 330,000 compounds, 0.17% hits;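 note: potency is the fitted concentration of half-maximal effect; 0% = uninhibited 1x PFK enzyme wells and -100% = no-enzyme wells; nearly all actives have a fitted effect of over 60% in size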
Target sequence (O15648 whole entry, looked up): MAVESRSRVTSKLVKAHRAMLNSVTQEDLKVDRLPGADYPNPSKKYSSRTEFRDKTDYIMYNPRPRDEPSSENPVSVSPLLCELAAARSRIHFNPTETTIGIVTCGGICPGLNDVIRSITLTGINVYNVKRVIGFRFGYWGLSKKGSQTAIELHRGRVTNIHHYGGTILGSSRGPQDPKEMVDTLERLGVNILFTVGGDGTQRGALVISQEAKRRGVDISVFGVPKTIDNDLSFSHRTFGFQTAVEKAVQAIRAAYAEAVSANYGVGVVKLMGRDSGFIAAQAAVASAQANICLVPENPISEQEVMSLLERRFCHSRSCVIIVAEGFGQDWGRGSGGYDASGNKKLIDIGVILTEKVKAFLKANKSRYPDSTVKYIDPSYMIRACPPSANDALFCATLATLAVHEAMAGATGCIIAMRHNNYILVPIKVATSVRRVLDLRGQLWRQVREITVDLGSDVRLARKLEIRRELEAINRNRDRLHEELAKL
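Luminescent ADP detection (ADP-Glo, two-step: ATP depletion then ADP-to-ATP conversion for luciferase) reported PFK activity after 45 min room-temperature reaction of 1.25 nM enzyme with 0.5 mM F6P and 0.1 mM ATP at pH 8.0.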
Coupling enz: coupling enzyme interference in Giardia aldolase counter-screen | coupling enzyme system counterscreen, AmpLite Red fluorescence | activity change, negative = inhibition, % at 58.2 µM, hits read low | 290,000 compounds, 0.67% hits; in the data active = activity change below about -30%; note: % is set by controls: 0 for no effect and ±100 for the full control effect
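Counterscreen lacking aldolase: glyceraldehyde-3-phosphate coupling-enzyme reagent preincubated 10 min at RT with compound (at 57.5 uM final), then substrate/coupling system with AmpLite Red added; fluorescence read at 525/598 nm after 20 min RT.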
Numbers without * were called inactive; ? = inconclusive; nt = not tested or not shown; & = joins results of further samples; [ ] = another dose, or the depositor's remark. Unless noted, calls come from the whole dose curve; as a rule, active = well fitted curve in the direction sought with a large enough effect; inconclusive = small, poorly fitted or top-dose-only effect, or another doubt; inactive = no such curve, though single readings can be large; an effect the other way counts as inactive or inconclusive. An unsorted share of the library; overall some 1.6% were active at least once.

Sample of the layout, 6 compounds:
| molecule | CXXC DNA block | GALK inh | BCR signal inh | TSHR antagonist | Giardia kill | A-T KAP1 phos | hERG WT inh | TCR activator | Tb PFK block | Coupling enz |
| --- | --- | --- | --- | --- | --- | --- | --- | --- | --- | --- |
| Cn1c(NC(=O)c2ccc(Br)o2)cc(=O)n(C)c1=O | 6% | -2% | ? | -4 | -9 | -6% | 2 | 6% | 1% | 0 |
| COc1ccc(-n2nc3cc(C)c(NC(=O)c4cccnc4)cc3n2)cc1 | 5% | -3% | ? | -2 | -13 | 1% | -1 | 1% | 2% | -1 |
| CN(Cc1ccccc1)C(=O)c1ccc(NC(=O)C2CCCN(C(=O)OC(C)(C)C)C2)cc1 (configuration not stated) | nt | nt | ? | -17 | 14 | -1% | 13 | 3% | 8% | nt |
| CSCCC(C(=O)N1C[C@]2(C)C[C@H]1CC(C)(C)C2)N1C(=O)c2ccccc2C1=O (some centres not stated) | -3% | -1% | -1% | 1 | 3 | -9% | 7 | -2% | 2% | -2 |
| Cc1ccc(C(=O)Oc2cccnc2)cc1[N+](=O)[O-] | 6% | nt | 2% | 3 | -5 | 4% | -6 | 0%[46.1 µM] | -3% | -3 |
| O=C1OCCN1C(=O)[C@H]1[C@H](c2ccc(Cl)cc2)C(c2ccccc2)=NN1c1ccccc1 | nt | nt | 8% | 64 | -2 | 9% | 2 | 7%[46.1 µM] | 1% | -2 |

The whole of this part, from the start:
| molecule | CXXC DNA block | GALK inh | BCR signal inh | TSHR antagonist | Giardia kill | A-T KAP1 phos | hERG WT inh | TCR activator | Tb PFK block | Coupling enz |
| --- | --- | --- | --- | --- | --- | --- | --- | --- | --- | --- |
| Cn1c(NC(=O)c2ccc(Br)o2)cc(=O)n(C)c1=O | 6% | -2% | ? | -4 | -9 | -6% | 2 | 6% | 1% | 0 |
| COc1ccc(-n2nc3cc(C)c(NC(=O)c4cccnc4)cc3n2)cc1 | 5% | -3% | ? | -2 | -13 | 1% | -1 | 1% | 2% | -1 |
| CN(Cc1ccccc1)C(=O)c1ccc(NC(=O)C2CCCN(C(=O)OC(C)(C)C)C2)cc1 (configuration not stated) | nt | nt | ? | -17 | 14 | -1% | 13 | 3% | 8% | nt |
| CSCCC(C(=O)N1C[C@]2(C)C[C@H]1CC(C)(C)C2)N1C(=O)c2ccccc2C1=O (some centres not stated) | -3% | -1% | -1% | 1 | 3 | -9% | 7 | -2% | 2% | -2 |
| Cc1ccc(C(=O)Oc2cccnc2)cc1[N+](=O)[O-] | 6% | nt | 2% | 3 | -5 | 4% | -6 | 0%[46.1 µM] | -3% | -3 |
| O=C1OCCN1C(=O)[C@H]1[C@H](c2ccc(Cl)cc2)C(c2ccccc2)=NN1c1ccccc1 | nt | nt | 8% | 64 | -2 | 9% | 2 | 7%[46.1 µM] | 1% | -2 |
| CC(=O)c1cc(OC(=O)c2ccncc2)ccc1OC(=O)c1ccncc1 | 2% | -3% | ? | 18 | 20 | -7% | -1 | -2% | -4% | 2 |
| O=C(Cc1cccs1)NCCCc1ccccc1 | 9% | 1% | -6% | -22 | 4 | -3% | 9 | 6% | 2% | 5 |
| CC(=O)N1N=C(c2ccc(Br)cc2)CC1c1cn(C)c2ccccc12 (configuration not stated) | 6% | 0% | ? | -9 | -14 | 13% | -1 | 23%[46.1 µM] | 0% | 4 |
| COc1ccc(/C=C/C(=O)Nc2c(C)nn(C)c2C)cc1COc1ccc(Br)cc1 | -4% | -3% | -19% | -1 | 6 | nt | -9 | 1%[46.1 µM] | 4% | 2 |
| COc1cc(C=C2C(=O)c3ccccc3C2=O)ccc1O | ? | 13% | ? | -11 | -2 | -6% | -6 | 1% | 2% | -7 |
| OCCCc1nc2ccccc2n1CCc1ccccc1 | 8% | 2% | ? | -7 | -10 | 0% | -11 | -5%[46.1 µM] | -6% | 3 |
| C/C(CC(=O)Nc1ccc(C)c(Cl)c1)=N\NC(=O)Cc1cnc(N)s1 | -4% | -2% | -1% | -13 | 21 | -1% | nt | 2% | 2% | -3 |
| CC(C)c1nnc(NC(=O)CCS(=O)(=O)c2nc(-c3cccs3)cc(C(F)(F)F)n2)s1 | 22% | -1% | ? | -14 | -6 | -7% | -2 | -4% | -3% | 4 |
| Brc1cccc(Cn2c(-c3cncs3)nc3ccccc32)c1 | 10% | 1% | 2% | -17 | -3 | 2% | -5 | -3%[46.1 µM] | -1% | 2 |
| Cc1ccc(S(=O)(=O)Cc2ccc(C(=O)NCCCN3CCN(C)CC3)o2)cc1 | 0% | 0% | ? | -4 | 8 | -14% | -11 | 1% | -5% | 1 |
| Cc1ccc(S(=O)(=O)N2CCN(CC(=O)N/N=C/c3ccc(Br)s3)CC2)cc1 | -2% | 0% | ? | -4 | -11 | -3% | 8 | -4%[46.1 µM] | -1% | 2 |
| CCOc1ccc(NC(=O)Cn2nnc(-c3ccc(C(N)=O)cc3)n2)cc1S(=O)(=O)N1CCCC1 | nt | nt | -7% | 0 | -20 | -2% | 5 | 2% | -2% | nt |
| COCCN(C(=O)CSc1nnc(-c2cccc(C)c2)n1C)c1c(N)n(Cc2ccccc2)c(=O)[nH]c1=O | 6% | 6% | 2% | 5 | 0 | -2% | -1 | -4% | 2% | 0 |
| O=C(CNc1cccc(S(=O)(=O)N2CCCCC2)c1)Nc1cccc(F)c1 | nt | nt | 10% | -12 | 11 | 5% | 1 | -40% | 0% | nt |
| COc1ccccc1NC(=O)Cn1cnc2sc(C(=O)NCc3ccco3)c(C)c2c1=O | 0% | 1% | 2% | 15 | -19 | -1% | -13 | 6% | ? | 3 |
| NC[C@@H]1O[C@H](C23CC4CC(CC(C4)C2)C3)Cc2c1ccc(O)c2O | 23%&6% | 1% | 0% | -22&-2 | 12 | -3% | 23 | 3% | 0% | -7&-9 |
| CN(C)S(=O)(=O)c1ccc(NC(=O)C2CC(=O)N(Cc3ccccc3Cl)C2)cc1 (configuration not stated) | nt | nt | -1% | 5 | 6 | 4% | -7 | 2% | -3% | nt |
| Cc1ccsc1C1CC(=O)OC2=C1C(=O)CC(C)(C)C2 (configuration not stated) | -6% | 1% | 1% | -2 | nt | 2% | nt | nt | 1% | 0 |
| CC(=N\O)/C(CN(C)C)=N/O | -3% | 6% | nt | nt | -10 | nt | -4 | -6% | nt | -1 |
| CCN(CC(=O)Nc1ccccc1C(F)(F)F)C(=O)CSCC(=O)Nc1cc(C)on1 | nt | nt | -3% | 10 | -4 | -8% | -39 | -4% | -3% | nt |
| O=C(Nc1ccc(F)c(Cl)c1)c1ccccc1 | nt | nt | ? | 22 | 14 | 7% | 0 | -1% | -9% | nt |
| O=C(Nc1ccc2[nH]c(=O)[nH]c2c1)c1ccc(Br)o1 | 12% | 5% | 0% | 10 | 4 | -1% | 1 | 5% | -4% | 2 |
| CN(C)c1ccc(C(C(=O)NCC2CCCO2)N(C(=O)c2snc(C(N)=O)c2N)c2ccccc2)cc1 (configuration not stated) | -6% | -1% | -1% | 2 | 22 | 4% | -12 | -3% | 0% | 1 |
| O=C(NCc1cccc(F)c1)C1CCC(=O)N(C2CC2)C1 (configuration not stated) | 21% | -3% | 6% | 7 | -25 | 14% | 3 | -4% | -5% | nt |

Next part
Sequence of screens: CXXC DNA block	GALK inh	BCR signal inh	TSHR antagonist	Giardia kill	A-T KAP1 phos	hERG WT inh	TCR activator	Tb PFK block	Coupling enz
- N/C(=N\OC(=O)c1ccc(Cl)cc1Cl)c1ccccn1
 : 19%	15%	?	2	-6	1%[11.5 µM]	-1	5%	-21%	0
- Cc1cccc(C(=O)OCc2cncs2)c1
 : -2%	0%	-1%	14	9	2%	-4	-2%	-3%	0
- CCCNC(=O)c1nn2c(C(F)(F)F)cc(-c3ccccc3)nc2c1Cl
 : -2%	-3%	3%	-43	33[activator]	6%	2	nt	-5%	0
- CN(CC(=O)Nc1cccc(F)c1)C(=O)c1cccnc1Sc1ccccc1
 : nt	nt	1%	-1	12	-2%	-2	-30%	-3%	nt
